Siah-1 displacement: blockers of Siah-1 interaction with plectin peptide – biochemical, fluorescence polarization, rhodamine-plectin, uHTS, primary screen (AID 1817); Siah-1 / rhodamine-plectin peptide fluorescence polarization; higher % means a stronger effect; 290,000 tested, 0.02% active; one-dose displacement, % at 20 µM; IC50 in µM for titrated hits;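 active means displacement of at least 50% at 20 µM, with a fluorescence ratio check between 0.3 and a set limit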;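 further: plate controls were Siah plus tracer with DMSO for no effect and tracer alone without Siah for full effect; strong numbers were not always called active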
P. falciparum M17LAP: P. falciparum M17LAP inhibitors, primary screen, biochemical, fluorogenic H-Leu-NHMec substrate, 1536-well (AID 1619) | recombinant M17LAP, H-Leu-NHMec fluorogenic kinetic assay; higher % means a stronger effect | one-dose inhibition, % at 30 µM; IC50 in µM for titrated hits | 220,000 tested, 0.38% active;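 active means compound inhibiting the enzyme by more than half at any dose during confirmatory dose-response retesting; inconclusive means strong single-dose inhibitors picked by rank but not retested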;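 further: plate controls were full reaction with DMSO carrier for no effect and no enzyme background for full effect; strong numbers were not always called active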
NOD2 inhibition: inhibition of NOD2-driven NF-kB reporter – cell-based, luminescence, uHTS, HEK293 (AID 1566). one-dose inhibition, % at 4 µM; EC50 in µM for titrated hits. 290,000 tested, 0.63% active. HEK293 NOD2/NF-kB luciferase reporter, luminescence; higher % means a stronger effect; further: many of its hits are not listed in these tables
XIAP antagonists: small molecules displacing peptide from XIAP – biochemical, IAP family, fluorescence polarization (AID 1018); XIAP BIR domain, fluorescence polarization peptide displacement; higher % means a stronger effect; 200,000 tested, 0.007% active; one-dose displacement, % at 20 µM; IC50 in µM for titrated hits; in the data active means displacement above about 50%; further: a part of the inactive calls stands beside numbers as strong as those of hits
LYP phosphatase: PTPN22 lymphoid phosphatase activity blockers – biochemical, fluorescence intensity, uHTS (AID 1779); 290,000 tested, 0.054% active; recombinant LYP phosphatase, fluorescence intensity; higher % means a stronger effect; one-dose inhibition, % at 11.5 µM; IC50 in µM for titrated hits;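 further: plate controls were vehicle with enzyme for no effect and no enzyme for full effect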
ER stress rescue: rescue of cells from ER stress-induced death, primary screen, 384-well, CSM14.1, thapsigargin, ATP luminescence (AID 1222). cellular ATP content (survival), % at 20 µM, or EC50 in µM where a hit was titrated. CSM14.1 thapsigargin-induced death rescue, ATP luminescence; higher % means a stronger effect. 190,000 tested, under 10 active;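 active means EC50 below 50 µM in the dose-response confirmation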;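 further: death triggered by thapsigargin at about 15 µM added after 2 h compound pretreatment; cell ATP read after overnight thapsigargin exposure of roughly 18 to 22 hours; normalized against plate controls of thapsigargin alone and 5% DMSO vehicle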
Lipid droplet: hepatic lipid droplet formation modulation. AID 1656. AML12 mouse hepatocytes, oleate lipid droplets, BODIPY imaging. inhibition, % at 6.5 µM. 240,000 tested, 0.4% active;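 active means lipid droplet intensity inhibited by at least 50%, with more than 500 cells counted; inconclusive means wells with under 300 cells, treated as cytotoxic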
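Assay system: AML12 mouse liver cells | Compound: 6.5 µM single-point dosing | Schedule: Overnight exposure | Technique: Fluorescence imaging, 20x objective, two fields per well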
M1AAP inhibition: P. falciparum M1AAP inhibitors, biochemical, fluorogenic H-Leu-NHMec substrate, 1536-well (AID 1445); recombinant M1AAP, H-Leu-NHMec fluorogenic kinetic assay; higher % means a stronger effect; inhibition, % at 30 µM, or IC50 in µM where a hit was titrated; 220,000 tested, 0.42% active;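 active means primary inhibition above the hit cutoff, then over 50% inhibition at one or more dose response concentrations, cut at about 23% in these data, passing the limit was not always enough; inconclusive means conflicting primary data, or primary hits not chosen for dose response; inactive means low primary inhibition, or under 50% at every dose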;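 further: plate controls were DMSO full reaction for no effect and no enzyme background for full effect; strong numbers were not always called active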
AID2073: inhibitors of Mint1-CaV2.2 protein interaction, biochemical, HTRF (AID 2073); HTRF protein-protein interaction, Mint1-CaV2.2; higher % means a stronger effect; inhibition, % at 20 µM, or IC50 in µM where a hit was titrated; 290,000 tested, 0.19% active; in the data active means inhibition mostly above about 51%, no sharp cut-off; inconclusive means no clear call, values can overlap the other calls; inactive means mostly below about 53%; further: some results filed as inactive read as strong as hits
Lipid droplet cells 6.5 µM: further read-out of Lipid droplet, marked with its call; cell count; measured here: cell count, cytotoxicity flag;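 cells counted across two imaged fields per well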
* marks the source's active call; other numbers are inactive results; ? = inconclusive; / = no result given; & = joins results of further samples. Unless noted, no stated cut-off is given here; in the data, active means inhibition above about 50%; inactive means the rest.

SMILES	Siah-1 displacement	P. falciparum M17LAP	NOD2 inhibition	XIAP antagonists	LYP phosphatase	ER stress rescue	Lipid droplet	Lipid droplet cells 6.5 µM	M1AAP inhibition	AID2073
O=C(c1cccc(Cl)c1)N1CCCC(C(=O)N2CCCCCC2)C1 (stereo unspecified)	-2.1%	-3.9%	-4.2%	-2.0%	-4.8%	-1.9%	/	/	10.8%	10.3%
c1ccc(-c2cnnc(SCc3cn4cccnc4n3)n2)cc1	-5.2%	14.7%	4.8%	-8.3%	1.8%	-1.5%	/	/	10.0%	-9.1%
O=c1c2ccccc2[nH]c(=S)n1-c1cccc(S(=O)(=O)N2CCCC2)c1	-0.4%	-5.2%	9.0%	6.6%	-0.7%	-1.8%	5.0	534	8.7%	-10.1%
Cn1c(=O)c2c(SCC(=O)N3CCOCC3)nc(-c3ccccc3Cl)nc2n(C)c1=O	6.5%	/	10.4%	/	-4.8%	/	4.7	673	/	17.4%
COc1ccc2c(c1)c1ccc3c(c1n2C)C(=O)C=CC3=O	18.9%	-1.1%	32.9%	/	-2.9%	/	4.3	754	0.0%	-52.0%
COc1ccc2cnn(Cc3ccccc3)c(=O)c2c1OC	-1.0%	11.8%	3.8%	-0.4%	-6.4%	-1.4%	/	/	3.1%	5.0%
COc1cccc(NC(=S)N(CCc2c(C)[nH]c3ccccc23)Cc2cccs2)c1	-6.4%	2.8%	27.0%	-4.0%	9.9%	-1.5%	-43.9	730	2.4%	1.7%
COc1cccc(-c2c(C(=O)N/N=C/C3CC=CCC3)nnn2-c2nonc2N)c1 (stereo unspecified)	2.3%	/	-8.8%	/	-8.9%	/	-10.9	657	/	1.3%
CS(=O)(=O)n1nc(-c2ccccc2)nc1NCc1ccco1	-6.0%	15.8%	-30.5%	-0.8%	1.1%	0.3%	2.7	796	0.3%	10.4%
CCCCn1nc2cc(C(=O)NCc3ccco3)ccc2c1OCC	13.7%	-64.8%	13.9%	-0.3%	-9.3%	-1.2%	/	/	1.0%	15.5%
CCOc1ccc(/C=C2\SC(=S)N(CCC(=O)N(CCO)c3ccccc3)C2=O)cc1	-2.0%	/	5.0%	/	-1.1%	/	-19.9	796	/	10.9%
Cc1cc(C)c(NC(=O)c2cn3c4c(c(N5CCN(C)CC5)c(F)cc4c2=O)OCC3C)c(C)c1 (stereo unspecified)	-0.3%	16.6%	7.0%	-1.7%	-1.6%	0.5%	-0.9	665	10.5%	13.5%
Cc1nnc(SCC(=O)NCc2ccccc2)n1-c1ccccc1	2.1%	-4.3%	5.6%	-1.1%	-4.4%	-1.1%	4.0	759	1.6%	4.6%
S=c1[nH]nc(-c2ccccc2)n1/N=C/c1ccc(Cl)cc1	7.9%	/	5.0%	/	-2.8%	/	3.9	658	/	-42.9%
CCCNc1nc(Cl)nc(NC(C)(C)C)n1	6.0%	-4.0%	-8.9%	-11.2%	1.8%	2.9%	21.9	766	1.1%	-11.3%

Brought forward from above: 2 entries, then new ones.
SMILES	Siah-1 displacement	P. falciparum M17LAP	NOD2 inhibition	XIAP antagonists	LYP phosphatase	ER stress rescue	Lipid droplet	Lipid droplet cells 6.5 µM	M1AAP inhibition	AID2073
S=c1[nH]nc(-c2ccccc2)n1/N=C/c1ccc(Cl)cc1	7.9%	/	5.0%	/	-2.8%	/	3.9	658	/	-42.9%
CCCNc1nc(Cl)nc(NC(C)(C)C)n1	6.0%	-4.0%	-8.9%	-11.2%	1.8%	2.9%	21.9	766	1.1%	-11.3%
CN(C)S(=O)(=O)c1cccc(NC(=O)COC(=O)c2cccn2C)c1	-3.0%	-1.4%	3.5%	-3.8%	-8.4%	-0.7%	-12.5	662	6.1%	-1.5%
COc1ccccc1N1CCN(C(=O)c2ccc(NC(C)=O)cc2)CC1	1.5%	-17.0%	3.3%	0.7%	-13.3%	0.9%	/	/	-0.2%	-2.5%
COc1cc(OC)c(C(=O)CCC(=O)O)cc1OC	-5.2%	20.3%	11.7%	-6.6%	-3.4%	-1.3%	-0.1	661	2.5%	-2.6%
O=C(O)C(=O)/C(=C\c1ccc(Cl)cc1)c1ccc2ccccc2n1	5.2%	2.6%	-61.2%	-3.6%	-4.7%	-1.3%	2.4	689	6.2%	13.4%
COc1ccc(-c2noc(-c3ccccc3C(=O)NCc3ccco3)n2)cc1	1.3%	-4.2%	-11.2%	2.5%	2.3%	-1.3%	7.4	735	2.5%	-0.9%
COc1ccc(N(CC(=O)N2CCN(Cc3ccc4c(c3)OCO4)CC2)S(C)(=O)=O)cc1OC	5.9%	0.5%	13.7%	-2.1%	-6.6%	-1.1%	-4.0	682	-5.4%	-4.4%
CC(C)C(NC(=O)CN1C(=O)c2cccc3cccc1c23)C(C)C	3.6%	/	-0.6%	/	3.1%	/	-12.0	815	/	19.3%
COc1ccccc1OCc1ccc(C(=O)OCC2CCCO2)o1 (stereo unspecified)	-3.2%	4.3%	16.2%	5.6%	-4.4%	-3.4%	-40.3	679	-2.4%	6.0%
COc1cc(/C=N/NC(=O)COc2ccc(C)cc2)ccc1OC(=O)c1cccs1	10.8%	10.0%	14.6%	-7.3%	3.1%	-4.0%	1.3	571	-0.1%	-0.5%
CCOC(=O)c1cccc(NC(=O)/C=C/c2ccc3c(c2)OCO3)c1	11.7%	12.9%	-83.3%	-1.8%	-2.8%	-1.0%	10.1	650	6.7%	0.0%
Cc1ccc2c(c1)N(CC(=O)N1CCCCCC1)C(=O)CO2	-2.4%	10.1%	-3.0%	0.2%	-0.4%	/	/	/	-0.9%	-11.2%
O=C(CSc1nnc(CNC(=O)c2c(F)cccc2Cl)o1)Nc1ccccc1	-0.7%	14.2%	10.2%	-8.6%	-2.1%	-1.6%	13.2	826	1.6%	-12.5%
CCOC(=O)C1(C)NC(c2cc(OC)c(OC)c(OC)c2)C2C(=O)N(CC)C(=O)C21 (stereo unspecified)	0.3%	-0.4%	6.0%	-4.9%	-7.0%	0.2%	/	/	4.3%	1.2%
CC1=C(C(=O)OCCCCCl)C(c2cc3c(cc2Br)OCO3)NC(=O)N1 (stereo unspecified)	5.9%	/	2.8%	/	-8.2%	/	-4.6	814	/	2.9%
CCOC(=O)CSc1ccc2nnc(-c3ccccc3)n2n1	7.2%	5.6%	3.3%	1.3%	-2.8%	-0.4%	18.5	609	11.1%	18.5%

The closing 3 entries of the part before lead into the next.
SMILES	Siah-1 displacement	P. falciparum M17LAP	NOD2 inhibition	XIAP antagonists	LYP phosphatase	ER stress rescue	Lipid droplet	Lipid droplet cells 6.5 µM	M1AAP inhibition	AID2073
CCOC(=O)C1(C)NC(c2cc(OC)c(OC)c(OC)c2)C2C(=O)N(CC)C(=O)C21 (stereo unspecified)	0.3%	-0.4%	6.0%	-4.9%	-7.0%	0.2%	/	/	4.3%	1.2%
CC1=C(C(=O)OCCCCCl)C(c2cc3c(cc2Br)OCO3)NC(=O)N1 (stereo unspecified)	5.9%	/	2.8%	/	-8.2%	/	-4.6	814	/	2.9%
CCOC(=O)CSc1ccc2nnc(-c3ccccc3)n2n1	7.2%	5.6%	3.3%	1.3%	-2.8%	-0.4%	18.5	609	11.1%	18.5%
O=C1c2ccccc2-c2nc3ccccc3n21	7.4%	3.8%&-5.6%	6.1%	/	-8.0%	/	5.2	687	-1.1%&5.9%	17.5%
O=C(CSc1nnc2n(C3CCCC3)c(=O)c3ccccc3n12)N1CCCCCC1	10.9%	9.3%	33.9%	-4.2%	-9.3%	2.0%	-1.1	801	6.6%	?
CCOC(=O)C1=C(C)N(CCO)C(=O)NC1c1ccccc1 (stereo unspecified)	-1.7%	4.0%	-1.3%	-4.3%	-4.4%	-0.2%	/	/	-0.9%	-5.7%
Cc1ccc(CN2CCN(Cc3c(C)nn(-c4ccc(F)cc4)c3C)CC2CCO)o1 (stereo unspecified)	-3.4%	/	11.5%	-3.6%	-7.7%	-1.8%	2.7	673	/	0.4%
O=C(Nc1ccc(F)cc1F)c1cc(-c2ccc3c(c2)OCO3)on1	-0.8%	/	-40.5%	/	0.3%	/	-2.0	775	/	15.2%
Cc1nc(CC(=O)Nc2nc(C(C)(C)C)cs2)cs1	-7.6%	1.3%	-10.1%	-4.4%	-4.9%	-1.4%	/	/	13.3%	-4.7%
COc1ccc(C2NC(=S)NC(O)(C(F)(F)F)C2C(=O)c2cccs2)cc1 (stereo unspecified)	2.4%	6.9%	-3.5%	2.2%	-5.2%	0.8%	5.2	644	0.2%	-18.7%
Cc1ccc(-c2cn3cccnc3n2)cc1	-0.1%	-67.7%	-39.2%	10.2%	-44.2%	-3.0%	5.1	741	14.3%	20.1%
Cc1ccccc1NC1=NS(=O)(=O)c2ccccc21	-4.3%	6.9%	12.1%	-16.8%	-5.5%	-2.3%	3.6	773	7.7%	0.3%
CCC(C)[C@H](NC(=O)C1CC(=O)N(c2ccc3c(c2)OCO3)C1)C(=O)NC1CCCCC1 (stereo partly specified)	-0.6%	/	11.9%	/	-8.9%	/	13.6	726	/	11.8%
CC(=O)OCC(=O)Nc1ccc(C(C)=O)cc1	4.1%	3.7%	15.9%	-4.4%	-5.5%	7.1%	/	/	3.7%	-17.9%
CCOCCCNC(=O)COC(=O)/C=C/c1ccc(S(=O)(=O)N2CCc3ccccc32)cc1	9.3%	3.5%	7.1%	-4.8%	-4.4%	-0.1%	-5.0	672	-0.5%	-6.0%
COc1ccc(S(=O)(=O)CCC(=O)N2CCN(c3ccc(C(C)=O)cc3)CC2)cc1	12.1%	/	16.8%	/	-3.1%	/	-15.2	656	/	22.9%
Cc1cc(OC(=O)c2cccc(C(F)(F)F)c2)c([N+](=O)[O-])c(=O)[nH]1	5.1%	/	14.4%	/	-11.5%	/	13.7	691	/	1.3%

Copied from the list:
Reading of Cc1cc(OC(=O)c2cccc(C(F)(F)F)c2)c([N+](=O)[O-])c(=O)[nH]1 under Siah-1 displacement: 5.1%
Reading of O=C(CSc1nnc2n(C3CCCC3)c(=O)c3ccccc3n12)N1CCCCCC1 under ER stress rescue: 2.0%
Reading of Cc1ccc(-c2cn3cccnc3n2)cc1 under ER stress rescue: -3.0%
Reading of CCOC(=O)C1=C(C)N(CCO)C(=O)NC1c1ccccc1 (stereo unspecified) under AID2073: -5.7%
Reading of Cc1ccccc1NC1=NS(=O)(=O)c2ccccc21 under Lipid droplet: 3.6
Reading of Cc1ccc(CN2CCN(Cc3c(C)nn(-c4ccc(F)cc4)c3C)CC2CCO)o1 (stereo unspecified) under Lipid droplet: 2.7
Reading of COc1ccc(C2NC(=S)NC(O)(C(F)(F)F)C2C(=O)c2cccs2)cc1 (stereo unspecified) under LYP phosphatase: -5.2%

Compound activity as filed in PubChem BioAssay.

These rows are one share of the data; count on the stated rates, not on these rows.
